mIDH1 inhibitor = blocks human mutant IDH1 R132H enzyme; O75874; IDH1-R132H enzyme, NADPH consumption, diaphorase/resazurin fluorescence; Potency, µM (titrated, usually from 76.6 µM), for the others: at the highest dose activity change, negative = inhibition, most hits filed as inhibitors; hit rate 0.093% among 390,000; further: potency means the concentration at half of the fitted maximal effect; on the % scale 0 is the no-effect control and ±100 the full control effect; nearly all actives have a fitted effect of over 65% in size
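IDH1-R132H (0.5 ug/mL dispensed) in pH 7.5 Tris buffer was preincubated 30 min with compound, then given a substrate mix of 0.016 mM NADPH and 2 mM alpha-KG for 80 min at room temperature; remaining NADPH was read by diaphorase/resazurin fluorescence.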
USP1 inh = inhibitors of human USP1/UAF1 deubiquitinase; recombinant USP1/UAF1, Ub-Rhodamine cleavage fluorescence; Potency, µM (doses to about 57.1 µM), inactives show top-dose activity change, negative = inhibition, hits mostly inhibitors; hit rate 0.23% among 390,000; further: potency means the concentration at half of the fitted maximal effect; on the % scale 0 is the no-effect control and ±100 the full control effect; nearly all actives have a fitted effect of over 60% in size; inactives centre near -12
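Step one: compound is pinned into 1nM USP1/UAF1 in HEPES pH 7.8 buffer with TCEP. Step two: 15 min room-temperature incubation. Step three: Ub-Rho (150nM final) starts cleavage, tracked by fluorescence over six one-minute reads.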
RXFP1 ag = activates the human relaxin receptor RXFP1 | Q9HBX9 | HEK293T-RXFP1 cAMP TR-FRET, 30 min; response scale: percent of porcine relaxin response, buffer zero | Potency, µM (top dose mostly 57.5 µM), without a hit: at the top dose activation, hits mostly activators | hit rate 0.3% among 370,000 | AID 2676; further: potency means the concentration at half of the fitted maximal effect; on the % scale 0 is the no-effect control and ±100 the full control effect; nearly all actives have a fitted effect of over 60% in size; many of its hits are not listed in these tables
Target sequence (Q9HBX9 whole entry, looked up): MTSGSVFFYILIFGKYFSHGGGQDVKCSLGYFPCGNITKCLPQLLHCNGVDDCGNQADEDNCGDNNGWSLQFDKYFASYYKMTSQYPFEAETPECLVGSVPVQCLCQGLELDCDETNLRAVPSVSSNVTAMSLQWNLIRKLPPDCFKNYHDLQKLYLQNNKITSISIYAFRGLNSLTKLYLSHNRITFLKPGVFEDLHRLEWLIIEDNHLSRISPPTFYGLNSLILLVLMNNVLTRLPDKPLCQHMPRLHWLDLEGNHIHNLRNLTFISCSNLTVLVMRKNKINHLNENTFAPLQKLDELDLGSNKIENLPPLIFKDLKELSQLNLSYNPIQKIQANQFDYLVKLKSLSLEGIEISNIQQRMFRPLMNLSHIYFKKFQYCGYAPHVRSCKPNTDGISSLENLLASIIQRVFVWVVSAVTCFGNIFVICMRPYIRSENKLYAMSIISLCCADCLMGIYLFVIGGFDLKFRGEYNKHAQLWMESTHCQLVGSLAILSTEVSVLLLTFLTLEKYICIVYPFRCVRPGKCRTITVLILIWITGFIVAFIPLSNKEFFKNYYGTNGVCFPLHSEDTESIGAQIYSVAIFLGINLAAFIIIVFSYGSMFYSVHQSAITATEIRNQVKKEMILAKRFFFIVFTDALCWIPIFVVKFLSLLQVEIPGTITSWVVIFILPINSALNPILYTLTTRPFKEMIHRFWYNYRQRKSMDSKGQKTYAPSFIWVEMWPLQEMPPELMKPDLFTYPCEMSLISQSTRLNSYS
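HEK293 cells stably expressing RXFP1, treated 30 min at 37C with compounds plus PDE4 inhibitor Ro 20174; cAMP measured by HTRF TR-FRET. Normalized to buffer and 29 nM porcine relaxin; EC50 by Hill fit.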
TrxR1 substrate = substrates of rat thioredoxin reductase 1 | hit rate 0.01% among 390,000 | AID 588456 | O89049 | Potency, µM (highest dose often 114 µM), inactives show top-dose activity change, negative = substrate turnover | purified TrxR1 substrate turnover, NADPH consumption readout; further: potency means the concentration at half of the fitted maximal effect; on the % scale 0 is the no-effect control and ±100 the full control effect; nearly all actives have a fitted effect of over 50% in size
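Rat TrxR1, dispensed at 90 nM, was prereduced with 400 uM NADPH (final) for 5 min at ~22 deg C, then incubated with compound 15 min before 400 uM selenite. A first-read NADPH fluorescence drop versus no-compound background flagged substrates.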
GRP78 ERSR act = inducers of ER stress response in human glioma cells | Potency, µM, for the others: at the top dose activation, most hits filed as activators | U87-MG GRP78 promoter luciferase reporter, 16 h | hit rate 0.02% among 420,000; further: potency means the concentration at half of the fitted maximal effect; series mostly up to about 76 µM; % of control where 0% means no effect; nearly all actives have a fitted effect of over 35% in size
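ERSR induction read as luciferase luminescence (Bright-Glo, 10 min at room temperature) in stably transfected human U87-MG glioma cells exposed to compounds for 16 h, using GRP78 as sensor.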
Vif-A3F inh = Vif-A3F binding inhibition; HeLa A3F-eYFP + Vif (tagged APOBEC3F with the HIV-1 protein that degrades it), YFP fluorescence increase; Potency, µM (doses to about 46.1 µM), without a hit: at the top dose activity, negative = active; hit rate 0.2% among 390,000; AID 602313; further: potency means the concentration at half of the fitted maximal effect; % of control where 0% means no effect; nearly all actives have a fitted effect of over 65% in size
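HeLa cells stably expressing Vif plus C-terminally eYFP-tagged A3F were seeded, incubated overnight at 37 deg C, dosed with compound, incubated overnight again at 37 deg C. Yellow fluorescence (Ex 488/Em 500-530) reported blocked Vif-mediated A3F-eYFP degradation.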
PI4K2A block = PI4K2A (human) kinase inhibition | Q9BTU6 | purified PI4K2A, ADP-Glo luminescence, 1 h; active compounds read low | activity change, negative = inhibition, % at 76.9 µM | hit rate 0.13% among 420,000 | AID 1346378; in the data active means activity change below about -50%; inconclusive means mostly about -30% to -49%;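 further: -100% = wells without enzyme as full effect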
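Compounds are screened against recombinant PI4K2A using PI as substrate and ATP, the latter dispensed at 300 microM. Reactions run one hour at ambient temperature before ADP-Glo detection; full inhibition defined by wells lacking enzyme.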
Vif-APOBEC3G blk = Vif-A3G binding inhibition; Q9HC16; HeLa A3G-eYFP + Vif (tagged APOBEC3G with the HIV-1 protein that degrades it), YFP fluorescence, overnight; Potency, µM (series often up to 46.1 µM), for the others: at the top dose activity, negative = active, most hits filed as inhibitors; hit rate 0.076% among 410,000;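 further: potency means the concentration at half of the fitted maximal effect; on the % scale 0 is the no-effect control and ±100 the full control effect; nearly all actives have a fitted effect of over 60% in size; hits raise eYFP signal because A3G escapes Vif-driven loss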
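HeLa cells stably expressing Vif and C-terminally eYFP-tagged A3G, seeded overnight at 37 deg C, then exposed to compound by pintool overnight at 37 deg C. Rise in yellow fluorescence (Ex 488/Em 500-530, Acumen) marks blocked Vif-driven A3G degradation.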
LDHA block = inhibitors of human lactate dehydrogenase A; P00338; activity change, % (values are at about 110 or 230 µM); purified LDHA, NADH/diaphorase-resazurin fluorescence; active compounds read low; AID 1347041; hit rate 0.15% among 480,000; in the data active means activity change below about -30%; inconclusive means mostly about -25% to -30%;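 further: plate controls were DMSO wells for no effect and wells without enzyme for full effect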
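Resorufin fluorescence (ex540/em590), read at 0 and 20 min after diaphorase/resazurin addition, reports the NADH left after a 5 min room-temperature reaction of 2 nM human LDH5 with 0.06 mM NADH and 0.2 mM pyruvate.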
Numbers without * were called inactive; [ ] = remark or other dose. Unless noted, the call rests on the fitted dose curve; in most records, active means well fitted curve in the direction sought with a large enough effect; inconclusive means small, poorly fitted or top-dose-only effect, or another doubt; inactive means no such curve, though single readings can be large; an effect the other way counts as inactive or inconclusive.

How did COc1ccc(NC(=O)CSc2nnc(C3CC3)n2N)cc1 do in these assays?
mIDH1 inhibitor: -3%; USP1 inh: -19%; RXFP1 ag: 0.3%; TrxR1 substrate: 6%; GRP78 ERSR act: -3%; Vif-A3F inh: 3%; PI4K2A block: 2; Vif-APOBEC3G blk: 0%; LDHA block: -4

What do the screens show for `Nc1ccn([C@@H]2O[C@H](CNCc3cccc4c3sc3ccccc34)[C@@H](O)[C@H]2O)c(=O)n1`?
mIDH1 inhibitor: 4%; USP1 inh: -3%; GRP78 ERSR act: -3%; Vif-A3F inh: 0%; PI4K2A block: -1; Vif-APOBEC3G blk: 0%; LDHA block: -10

Results for COc1ccc(C(O)c2nc(-c3cnc4ccccc4c3)cs2)cc1 (stereo not drawn) ?
GRP78 ERSR act: -3%; PI4K2A block: 3; Vif-APOBEC3G blk: -6%; LDHA block: -5

Results for Cn1nnc(C(O)CNCc2ccc(Cl)cc2)n1 (stereo not drawn) ?
mIDH1 inhibitor: -1%; USP1 inh: 3%; RXFP1 ag: 0.9%; TrxR1 substrate: -6%[57.1 µM]; GRP78 ERSR act: 0%; Vif-A3F inh: -1%; PI4K2A block: 2; Vif-APOBEC3G blk: -4%; LDHA block: 1

What do the screens show for `CC1(C)Cc2c(C#N)c(N)sc(=S)c2CS1`?
mIDH1 inhibitor: 7%; USP1 inh: -11%; RXFP1 ag: 1.3%; TrxR1 substrate: 6%[57.1 µM]; GRP78 ERSR act: -2%; Vif-A3F inh: 7%; PI4K2A block: inconclusive; Vif-APOBEC3G blk: 0%; LDHA block: 17

How did CCOC(=O)c1n[nH]n2c1nc(=O)c1ccccc12 do in these assays?
mIDH1 inhibitor: 8%; USP1 inh: -25%; RXFP1 ag: 15%; TrxR1 substrate: 137%[activator]; GRP78 ERSR act: -7%; Vif-A3F inh: -1%; PI4K2A block: 1; Vif-APOBEC3G blk: -12%; LDHA block: -9

How did CC(C)C(=O)N1CCC(n2nccc2NC(=O)CCc2ccccc2)CC1 do in these assays?
mIDH1 inhibitor: -8%; USP1 inh: -13%; RXFP1 ag: -2.4%; TrxR1 substrate: -22%; GRP78 ERSR act: -2%; Vif-A3F inh: 3%; PI4K2A block: 0; Vif-APOBEC3G blk: -2%; LDHA block: -1

Results for Cc1cc2cc(CN(Cc3cccs3)Cc3nnnn3CC3CCCO3)c(=O)[nH]c2cc1C (stereo not drawn) ?
mIDH1 inhibitor: -1%; USP1 inh: -23%; RXFP1 ag: 1.0%; TrxR1 substrate: 6%; GRP78 ERSR act: -3%; Vif-A3F inh: -7%; PI4K2A block: -1; Vif-APOBEC3G blk: -2%; LDHA block: -1

What do the screens show for `Cc1nc(N2CCCC2)c2c(C(=O)Nc3ccc(Br)cc3F)c(C)oc2n1`?
mIDH1 inhibitor: 0%; USP1 inh: -26%; RXFP1 ag: -1.6%; TrxR1 substrate: 1%; GRP78 ERSR act: 3%; Vif-A3F inh: -2%; PI4K2A block: 0; Vif-APOBEC3G blk: 4%; LDHA block: -5

How did c1coc(-c2nc3nc4ccccc4nc3n2-c2ccc3c(c2)OCCO3)c1 do in these assays?
mIDH1 inhibitor: 0%; USP1 inh: -4%; RXFP1 ag: 2.5%; TrxR1 substrate: -2%; GRP78 ERSR act: 0%; Vif-A3F inh: -24%; PI4K2A block: 0; Vif-APOBEC3G blk: 1%; LDHA block: -2

Results for CCC(=O)Nc1ccc(NC(=O)c2cccc(OC)c2)nc1 ?
mIDH1 inhibitor: 8%; USP1 inh: -9%; RXFP1 ag: -3.2%; TrxR1 substrate: -1%; GRP78 ERSR act: -8%; Vif-A3F inh: -3%; PI4K2A block: -10; Vif-APOBEC3G blk: -8%; LDHA block: -7

Results for COc1ccc(S(=O)(=O)N2CCOC2CNC(=O)C(=O)NCCc2ccccc2)cc1C (stereo not drawn) ?
mIDH1 inhibitor: -3%; USP1 inh: -16%; RXFP1 ag: 3.8%; TrxR1 substrate: 6%[57.1 µM]; GRP78 ERSR act: 2%; Vif-A3F inh: -9%; PI4K2A block: -1; Vif-APOBEC3G blk: -21%; LDHA block: -5

What do the screens show for `O=C(c1ccc(Cl)c(S(=O)(=O)N2CCOCC2)c1)N1CCN(c2ccccn2)CC1`?
mIDH1 inhibitor: -5%; USP1 inh: -19%; RXFP1 ag: -0.9%; TrxR1 substrate: 7%; GRP78 ERSR act: -1%; Vif-A3F inh: 14%; PI4K2A block: -3; Vif-APOBEC3G blk: 0%; LDHA block: -4

What do the screens show for `O=C(COC(=O)c1cc(=O)c2ccccc2o1)NC1CCCC1`?
mIDH1 inhibitor: 0%; USP1 inh: -5%; RXFP1 ag: 1.0%; TrxR1 substrate: -8%; GRP78 ERSR act: -3%; Vif-A3F inh: 1%; PI4K2A block: 4; Vif-APOBEC3G blk: -5%; LDHA block: -3

What do the screens show for `O=C(COC(=O)Cc1ccccc1F)Nc1ccc(Cl)cn1`?
mIDH1 inhibitor: 0%; USP1 inh: -3%; RXFP1 ag: 1.4%; TrxR1 substrate: -6%; GRP78 ERSR act: -2%; Vif-A3F inh: 5%; PI4K2A block: -6; Vif-APOBEC3G blk: -2%; LDHA block: -11

What do the screens show for `O=C(CCNS(=O)(=O)c1ccccc1)NNC(=O)c1csc(N2CCOCC2)n1`?
mIDH1 inhibitor: 7%; USP1 inh: -15%; RXFP1 ag: 2.1%; TrxR1 substrate: 12%; GRP78 ERSR act: -1%; Vif-A3F inh: -14%; PI4K2A block: -2; Vif-APOBEC3G blk: 0%; LDHA block: 0

Results for O=C(CCn1c(=O)sc2ccccc21)NCCCn1ccnc1 ?
mIDH1 inhibitor: 2%; USP1 inh: -5%; RXFP1 ag: 1.5%; TrxR1 substrate: 2%; GRP78 ERSR act: 0%; Vif-A3F inh: -1%; PI4K2A block: -3; Vif-APOBEC3G blk: -1%; LDHA block: 3

How did O=C(CCCN1C(=O)/C(=C/c2ccc(F)cc2)SC1=S)NC1CCS(=O)(=O)C1 (stereo not drawn) do in these assays?
mIDH1 inhibitor: -9%; USP1 inh: -27%; RXFP1 ag: -1.0%; TrxR1 substrate: -4%; GRP78 ERSR act: -4%; Vif-A3F inh: -7%; PI4K2A block: -1; Vif-APOBEC3G blk: -1%; LDHA block: 1

Results for O=C(CSc1nncs1)NCCCc1ccccc1 ?
mIDH1 inhibitor: 8%; USP1 inh: -8%; RXFP1 ag: 2.2%; TrxR1 substrate: 3%[57.1 µM]; GRP78 ERSR act: -3%; Vif-A3F inh: 5%; PI4K2A block: -1; Vif-APOBEC3G blk: 1%; LDHA block: 3

What do the screens show for `Cc1ccc(CN2c3ccccc3-c3nc(SCC(=O)NCc4ccccc4)ncc3S2(=O)=O)cc1`?
mIDH1 inhibitor: -9%; USP1 inh: 10%; RXFP1 ag: -0.6%; TrxR1 substrate: 14%[57.1 µM]; GRP78 ERSR act: -2%; Vif-A3F inh: -1%; PI4K2A block: -1; Vif-APOBEC3G blk: -4%; LDHA block: 4

How did Cc1cc(C(=O)CSc2nncs2)c(C)n1Cc1ccco1 do in these assays?
mIDH1 inhibitor: 8%; USP1 inh: -1%; RXFP1 ag: 0.4%; TrxR1 substrate: 2%; GRP78 ERSR act: -9%; Vif-A3F inh: 5%; PI4K2A block: 2; Vif-APOBEC3G blk: 1%; LDHA block: 1

How did Cc1cc(Oc2ccccc2)nc(SCC(=O)Nc2ccccc2)n1 do in these assays?
mIDH1 inhibitor: 5%; USP1 inh: -9%; RXFP1 ag: -0.3%; TrxR1 substrate: -17%; GRP78 ERSR act: -1%; Vif-A3F inh: -4%; PI4K2A block: 1; Vif-APOBEC3G blk: 1%; LDHA block: -2

How did CC(C)(C)c1ccc2cccc(F)c2n1 do in these assays?
GRP78 ERSR act: -4%; PI4K2A block: -2; Vif-APOBEC3G blk: 1%; LDHA block: -5

Results for CCOC(=O)N1CCN(CC(=O)Nc2ccc([N+](=O)[O-])cc2C(=O)Nc2ccccc2F)CC1 ?
mIDH1 inhibitor: 6%; USP1 inh: -1%; RXFP1 ag: -1.5%; TrxR1 substrate: -4%; GRP78 ERSR act: -2%; Vif-A3F inh: 2%; PI4K2A block: -6; Vif-APOBEC3G blk: -6%; LDHA block: -2

Results for O=C(O)CSc1nc2c(cnn2-c2ccccc2)c(=O)n1-c1ccc(Br)cc1 ?
mIDH1 inhibitor: -4%; USP1 inh: -10%; RXFP1 ag: 2.6%; TrxR1 substrate: 6%; GRP78 ERSR act: -3%; Vif-A3F inh: 1%; PI4K2A block: -3; Vif-APOBEC3G blk: 1%; LDHA block: -7

What do the screens show for `O=c1[nH]ncc(N2CCCC2)c1Cl`?
mIDH1 inhibitor: 0%; USP1 inh: -24%; RXFP1 ag: 1.4%; TrxR1 substrate: -1%; GRP78 ERSR act: 1%; Vif-A3F inh: inconclusive; PI4K2A block: -1; Vif-APOBEC3G blk: 0%; LDHA block: 0

This is a subset, so the mix of outcomes need not match the whole.
